All columns: NCI-60 one-dose screen, growth in % after 48 h at 10 µM unless noted; 100 = growth as untreated, 0 = no growth, -100 = all killed.
HCT-116: HCT-116 colon cancer. 82,000 compounds, 7.3% hits. AID 1794798
KM12: KM12 colon cancer cells; 82,000 compounds, 5% hits; AID 1794800
SW-620: SW-620 colon cancer. 82,000 compounds, 5.2% hits. AID 1794795
SNB-75: SNB-75 CNS cancer. 79,000 compounds, 5% hits. AID 1794750
SNB-19: SNB-19 CNS cancer cells; AID 1794751; 81,000 compounds, 2.5% hits
HCT-15: HCT-15 colon cancer. 82,000 compounds, 5.2% hits
SF-268: SF-268 CNS cancer cells; AID 1794759; 82,000 compounds, 3.1% hits
HCC-2998: HCC-2998 colon cancer; 79,000 compounds, 4.7% hits; AID 1794799
HT29: HT29 colon cancer | 81,000 compounds, 7.4% hits
Active calls of the source: *; x = no result given; & = joins results of further samples; ! = repeats disagree. The calls were made as follows: active = growth percent below 10; inactive = the rest. A portion of the library. The share of hits here may be higher or lower than overall.

SMILES,HCT-116,KM12,SW-620,SNB-75,SNB-19,HCT-15,SF-268,HCC-2998,HT29
CC1CN1P(=S)(c1ccccc1)N1CC1C (stereo unspecified),98&100,95&116,101&108,105&95,93&101,97&103,96&114,102&103,99&96
Cc1ccncc1/C=N/O,101,100,105,84,107,100,100,100,92
CN1C(=O)[C@@H](NC(=O)c2cc3ccccc3[nH]2)N=C(c2ccccc2)c2ccccc21,32,76,77,84,80,93,54,103,116
O=C(CF)NC(Cc1c[nH]c2ccccc12)C(=O)O (stereo unspecified),105,116,102,79,100,103,103,102,113
ClC(CN1CCCCC1)C(Cl)c1ccccc1 (stereo unspecified),77,95,98,89,96,102,101,95,96
CCN(CC)CC(O)c1ccc(Cl)c(Cl)c1 (stereo unspecified),103,106,105,94,x,110,105,102,99
COc1ccc(NN)cc1,74,70,102,106,101,89,88,94,100
O=[As]c1ccc(C(=O)O)cc1 (stereo unspecified),105,118,103,84,105,97,107,117,106
[N-]=[N+]=CC(=O)OCC(N)C(=O)O (stereo unspecified),12,22,27,59,45,29,37,23,21
Clc1ccc(CSSC(Cl)(Cl)Cl)cc1,101,x,105,99,103,102,127,106,109
CCCC(C)(COC(N)=O)COC(=O)NC1CC1 (stereo unspecified),113,99,103,105,102,101,89,108,108
CC1CCCN(C(c2ccccc2)C(O)c2ccccc2)C1 (stereo unspecified),90,102,94,104,101,104,106,103,88
CC[C@H](C)[C@@H]([C@@H](CC(=O)N1CCC[C@H]1[C@H](OC)[C@@H](C)C(=O)N[C@H](C)[C@@H](O)c1ccccc1)OC)N(C)C(=O)[C@@H](NC(=O)[C@@H](NC)C(C)C)C(C)C,7.3*,15,33,39,45,17,39,9.3*,3.7*
OCC1CN1C1CCCCC1 (stereo unspecified),105,113,108,93,108,109,104,99,100
COCOCP(=O)(OC)OC,90,100,104,109,110,101,105,92,91
Clc1ccc(Cn2c(-c3cscn3)nc3ccccc32)cn1,89,99,111,101,99,109,95,114,101
CC12CC=CCC1CCC1C2CCC2(C)C(c3ccc(=O)oc3)CCC12O (stereo unspecified),-67*,-49*,-59*,-62*,-98*,-66*,-62*,-11*,-45*
Clc1ccc(CO/N=C(\Cn2ccnc2)c2ccc(Cl)cc2Cl)c(Cl)c1,-79*,-1.1*,8.7*,30,18,6.4*,12,3.9*,-19*
O=C(O)C(O)(c1ccc(Cl)cc1)C1(O)CCCC1 (stereo unspecified),113,104,115,93,97,102,99,111,104
N#CC(C#N)=Cc1c[nH]c2ccccc12,89,93,101,89,106,95,94,109,104
CC(Br)c1ccccc1 (stereo unspecified),95,113,113,97,100,103,107,111,124
NC(=O)Nc1ccc([As](Sc2ccccc2C(=O)O)Sc2ccccc2C(=O)O)cc1,93,103,103,77,90,97,101,99,114
CN(C)NP(=O)(NN(C)C)NN(C)C,121,100,106,104,111,108,102,112,98
CCCCn1cc(C(=O)/C(C#N)=C/c2cc3cc(C)ccc3nc2Cl)c2ccccc21,37,101,75,76,88,97,90,96,90
CC1(C)CC2(CC(C)(C)c3cc(O)c(O)cc32)c2cc(O)c(O)cc21,85,94,96,81,104,90,89,102,114
O=C(OCCCc1ccccc1)C(Cl)(Cl)Cl,97,104,107,89,108,107,104,104,104
COc1ccc(C(=O)c2ccc([As]=O)cc2)cc1 (stereo unspecified),-83*,-94*,-64*,-97*,-81*,-73*,-84*,-89*,-69*
O=C(O)c1ccc(Cl)nc1,90,113,107,94,101,90,117,x,100
Cc1ccc(S(=O)(=O)F)cc1,96,114,104,100,94,98,107,93,102
CC1CC2CC(=O)CCC2(C)C2CCC3(C)C(CCC3(C)O)C12 (stereo unspecified),86,100,108,97,98,95,97,90,89
CCCC(=O)NC1=C(N2CC2)C(=O)C(NC(=O)CCC)=C(N2CC2)C1=O,88,95,85,62,55,84,71,88,91
O=C1Nc2ccsc2C(c2ccccc2)=N[C@H]1Cc1ccccc1,91,78,92,x,88,70,86,101,90
O=[N+]([O-])c1ccc(OP(=O)(O)Oc2ccc([N+](=O)[O-])cc2)cc1,102,104,97,92,102,104,100,96,114
Cc1cc([N+](=O)[O-])ccc1S(=O)(=O)F,108,99,104,93,109,102,106,118,115
Oc1cc(Cl)ccc1Oc1ccc(Cl)cc1Cl,6.6*,22,21,48,24,14,22,105,87
O=P(Oc1cccc2ccccc12)(N1CC1)N1CC1,103,112,99,94,98,97,98,104,104
CCCCOCCOP(OCCOCCCC)OCCOCCCC,98,105,103,100,x,99,103,124,105
O=C(NCCCCC(c1ccc(F)cc1)c1ccc(F)cc1)Nc1ccc([N+](=O)[O-])c(C(F)(F)F)c1,-58*,2.5*,8.8*,-9.8*,17,0.6*,18,7.9*,-11*
CCCCCN(CCCCC)CC(O)c1ccc(Cl)c(C)c1Cl (stereo unspecified),77,105,98,83,105,108,109,120,91
CN(C)C(C)(C)C(O)c1ccccc1 (stereo unspecified),98,106,106,90,105,103,100,98,97
Cc1[nH]c2ccccc2c1CN(C)C,103,99,93,77,119,100,95,105,104
NC(=O)CNc1ccc([As]=[As]c2ccc(NCC(N)=O)cc2)cc1 (stereo unspecified),55,88,25,24,49,44,25,79,39
O=C(CCCCCCC(=O)Nc1ccc(N(CCCl)CCCl)cc1)NO,36,63,33,6.3*,45,72,12,52,30
C/C(Cc1ccc(Cl)cc1)=C(\c1ccc(OCCN2CCOCC2)cc1)c1ccc(OC(=O)Cc2ccccc2)cc1,86,98,96,90,101,91,96,91,80
Nc1nnnc2nc[nH]c12,-12*,26,11,46,x,21,29,17,38
CC[C@]12C=CCN3CC[C@@]4(c5ccc(OC)cc5N(C)[C@H]4[C@@](O)(C(=O)OC)[C@@H]1O)[C@@H]32,99,103,99,85,97,99,107,97,102
Cn1cnnc1[S-].[Au+].c1ccc([PH+](c2ccccc2)c2ccccc2)cc1,3.7*,58,-49*,-62*,11,-67*,12,48,40
C/C(=N/OC(=O)N(C)C)c1ccc(Cl)cc1Cl,99,108,106,79,103,105,103,102,105
CNC(C)(C)Cc1ccccc1,110,110,99,97,110,107,101,98,109
CC[C@H](C)[C@H](NC(=O)c1ccccn1)C(=O)N(C)[C@H](C[C@@H](OC(C)=O)c1nc(C(=O)NC23C4C5C2C2C3C4C52C(=O)OC)cs1)C(C)C (stereo partly specified),73,87,88,96,93,76,82,103,72
CC[PH+](CC)CC.O=COC1OC([S-])C(OC=O)C(OC=O)C1OC=O.[Au+] (stereo unspecified),-50*,-79*,-76*,-24*,-99*,-75*,-78*,-90*,-54*
CC(C)[C@]12CC(=O)[C@@H](C)[C@@H]1C2,102,94,105,98,115,107,95,135,108
CNC(=O)Oc1ccc(Cl)cc1SSc1cc(Cl)ccc1OC(=O)NC,91,98,87,87,87,73,66,100,106
c1ccc(CC(c2ccccc2)N2CCCCC2)cc1 (stereo unspecified),107,115,109,95,100,98,111,104,99
COC(=O)c1ccc(NC(=O)Oc2ccc(N(CCCl)CCCl)cc2)cc1,65,97,64,59,69,66,37,93,79
CCC(Br)(CC)C(N)=O,104,109,103,105,107,105,101,121,105
CN(C)[C@@H]1C(=O)C(C(=O)NCN(CCCl)CCCl)=C(O)[C@@]2(O)C(=O)C3=C(O)c4c(O)cccc4[C@@](C)(O)[C@H]3C[C@@H]12,62&83,78&88,100&103,73&82,72&89,77&71,56&72,66&84,94&93
CC(Cl)(Cl)C(=O)O,96,99,97,94,107,106,100,106,100
Cc1cccc(C)c1OC(=O)C(Cl)(Cl)Cl,103,106,112,91,101,100,108,113,112
CCc1nn[nH]n1,109,106,100,87,x,104,103,114,110

(list continues)
SMILES,HCT-116,KM12,SW-620,SNB-75,SNB-19,HCT-15,SF-268,HCC-2998,HT29
CC(C)(O)CNC1CCCCC1,105,109,109,96,110,107,107,x,101
CC(C)(C)N1Oc2ccncc2C1c1ccccc1 (stereo unspecified),99,110,106,103,108,98,103,93,103
CCCC(=O)C1(c2ccccc2)CCNCC1,96,109,110,88,105,107,108,93,90
NCCc1c[nH]c2ccccc12,91,101,97,110,97,96,97,107,113
S=P1(Oc2ccccc2)OCCO1,107,111,107,91,111,107,105,109,103
CN1CCN(C(=O)COc2ccc(C=C3C(=O)NC(=O)NC3=O)cc2)CC1,112,112,109,100,103,107,102,108,106
COC(=O)CCN1CC1(C)C (stereo unspecified),113,109,104,97,99,100,98,111,113
Fc1ccc2c(c1)c(-c1nc(-c3c[nH]c4ncccc34)cs1)cn2CCCCN1CCCCC1,-98*,-67*,-74*,-70*,-88*,-72*,-77*,-19*,-97*
CNC(C)C(O)c1ccccc1 (stereo unspecified),108&106,103&114,105&101,78&102,107&105,98&94,110&106,105&103,98&106
CC(=O)c1ccc(N2CCN(C)CC2)cc1,97,116,113,109,100,105,111,114,107
CC(=O)[C@H]1CC[C@@]2(O)[C@@H]3CCC4=CC(=O)CC[C@]4(C)[C@H]3CC[C@]12C,109,112,103,99,104,102,108,102,104
CCOC12CC3C4=CCOC5CC(=O)N6c7ccccc7C1(CCN2C4)C6C53 (stereo unspecified),94,103,97,90,98,102,92,107,112
C[C@@H]1C[C@@]2(C)C(=CC1=O)CC[C@H]1[C@@H]3CC[C@](C)(O)[C@@]3(C)C[C@@H]3O[C@@]312,112,100,105,98,93,106,98,116,103
c1cc2c(c3c1CCNC3)OCO2,99,106,112,87,106,102,102,102,92
c1ccc2c(CCN3CCCCC3)c[nH]c2c1,95&97,99&96,93&105,82&79,113,98&102,110&115,114&100,99&100
CN1CCC2(CC1)c1ccccc1-c1ccccc12,99,103,102,75,90,109,113,95,79
O=C(CC1(O)C(=O)N(Cc2ccccc2)c2ccccc21)c1ccc(C(=O)NCC2CCC3(CC2)OOC2(CCCCC2)OO3)cc1 (stereo unspecified),16,-74*,6.2*,-76*,20,0.8*,-62*,73,-52*
CN1CCc2cc3c(cc2C1O)OCO3 (stereo unspecified),101&104,103&58,100&96,104&81,100&123,94&99,101&83,108&102,108&96
O=C(O)c1ccc(=O)[nH]c1,94&103,105&103,107&105,92&101,102&94,103&97,104&101,-49*!,98&109
CCNP(=O)(OCC)OCC,101,107,112,93,99,91,107,x,101
Oc1c(Cl)cc(Cl)cc1Cl,104,102,114,109,105,108,98,107,102
CC(C)[C@@H]1CC[C@@H](C)CC12OOCN(c1cccc(Cl)c1)COO2,100,102,106,x,98,104,100,112,105
CCC(C)C1(CC)C(=O)NC(=S)NC1=O (stereo unspecified),100,93,94,86,100,92,100,96,101
N#CC(CCN1CCCCC1)(c1ccccc1)c1ccccc1,92&97,105&104,90&101,91&91,92&102,94&114,98&112,92&100,93&94
C=CCSSCC=C,95,99,104,90,109,91,103,103,101
COc1cc(C=C2C(=O)N(C)C(=O)N(C)C2=O)cc(OC)c1O,143,112,106,87,100,106,103,99,106
CN1CCN(c2ncnc3[nH]ccc23)CC1,92,105,104,90,110,107,108,117,91
CN(C)c1ccc(/C=C/[N+](=O)[O-])cc1,63,102,99,93,103,90,100,96,92
CNC(=O)OCCOC(=O)c1ccc(OC(=O)NC)cc1,104,103,105,99,98,105,97,98,119
CNC(=O)Oc1ccc(C(=O)OC)cc1,99,106,111,96,100,102,109,111,104
COc1ccc(C(C)(C)CC(C)(C)C)cc1,96,96,113,95,97,111,105,108,107
c1ccc(Nc2nc(-c3ccc(-c4ccccc4)cc3)c[se]2)cc1,75,94,97,127,98,94,87,100,90
Nc1ccc(N)cc1 (tested in a mixture with another compound),102,109,107,86,x,97,106,98,114
CCCCN1CCCC[C@@H]1C(=O)N[C@H](C(=O)N(C)[C@H](CCc1nc(C(=O)N[C@@H](Cc2ccccc2)C[C@H](C)C(=O)OC)cs1)C(C)C)[C@@H](C)CC,32,28,64,70,63,41,64,62,35

A second format for some results above.
The line under a structure holds: HCT-116	KM12	SW-620	SNB-75	SNB-19	HCT-15	SF-268	HCC-2998	HT29
Oc1c(Cl)cc(Cl)cc1Cl
 : 104	102	114	109	105	108	98	107	102
CC(C)[C@@H]1CC[C@@H](C)CC12OOCN(c1cccc(Cl)c1)COO2
 : 100	102	106	x	98	104	100	112	105
CCC(C)C1(CC)C(=O)NC(=S)NC1=O (stereo unspecified)
 : 100	93	94	86	100	92	100	96	101
N#CC(CCN1CCCCC1)(c1ccccc1)c1ccccc1
 : 92&97	105&104	90&101	91&91	92&102	94&114	98&112	92&100	93&94
C=CCSSCC=C
 : 95	99	104	90	109	91	103	103	101
COc1cc(C=C2C(=O)N(C)C(=O)N(C)C2=O)cc(OC)c1O
 : 143	112	106	87	100	106	103	99	106
CN1CCN(c2ncnc3[nH]ccc23)CC1
 : 92	105	104	90	110	107	108	117	91
CN(C)c1ccc(/C=C/[N+](=O)[O-])cc1
 : 63	102	99	93	103	90	100	96	92
CNC(=O)OCCOC(=O)c1ccc(OC(=O)NC)cc1
 : 104	103	105	99	98	105	97	98	119
CNC(=O)Oc1ccc(C(=O)OC)cc1
 : 99	106	111	96	100	102	109	111	104
COc1ccc(C(C)(C)CC(C)(C)C)cc1
 : 96	96	113	95	97	111	105	108	107

Bioassay records deposited in PubChem BioAssay by NCI.
